ERAP1 inh – blocks human ERAP1 aminopeptidase activity. recombinant ERAP1, Leu-AMC fluorescence, 60 min. AID 652197. actives 0.15% (n = 340,000). Q9NZ08. inhibition, % at 10.7 µM;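 active = mean replicate inhibition of at least 30%, or all replicates individually reaching that 30% level; inactive = mean below 30% and not every replicate reaching it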;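 also: 0% = neutral control wells and 100% = L-leucinethiol positive control wells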
Target sequence (Q9NZ08 whole entry, looked up): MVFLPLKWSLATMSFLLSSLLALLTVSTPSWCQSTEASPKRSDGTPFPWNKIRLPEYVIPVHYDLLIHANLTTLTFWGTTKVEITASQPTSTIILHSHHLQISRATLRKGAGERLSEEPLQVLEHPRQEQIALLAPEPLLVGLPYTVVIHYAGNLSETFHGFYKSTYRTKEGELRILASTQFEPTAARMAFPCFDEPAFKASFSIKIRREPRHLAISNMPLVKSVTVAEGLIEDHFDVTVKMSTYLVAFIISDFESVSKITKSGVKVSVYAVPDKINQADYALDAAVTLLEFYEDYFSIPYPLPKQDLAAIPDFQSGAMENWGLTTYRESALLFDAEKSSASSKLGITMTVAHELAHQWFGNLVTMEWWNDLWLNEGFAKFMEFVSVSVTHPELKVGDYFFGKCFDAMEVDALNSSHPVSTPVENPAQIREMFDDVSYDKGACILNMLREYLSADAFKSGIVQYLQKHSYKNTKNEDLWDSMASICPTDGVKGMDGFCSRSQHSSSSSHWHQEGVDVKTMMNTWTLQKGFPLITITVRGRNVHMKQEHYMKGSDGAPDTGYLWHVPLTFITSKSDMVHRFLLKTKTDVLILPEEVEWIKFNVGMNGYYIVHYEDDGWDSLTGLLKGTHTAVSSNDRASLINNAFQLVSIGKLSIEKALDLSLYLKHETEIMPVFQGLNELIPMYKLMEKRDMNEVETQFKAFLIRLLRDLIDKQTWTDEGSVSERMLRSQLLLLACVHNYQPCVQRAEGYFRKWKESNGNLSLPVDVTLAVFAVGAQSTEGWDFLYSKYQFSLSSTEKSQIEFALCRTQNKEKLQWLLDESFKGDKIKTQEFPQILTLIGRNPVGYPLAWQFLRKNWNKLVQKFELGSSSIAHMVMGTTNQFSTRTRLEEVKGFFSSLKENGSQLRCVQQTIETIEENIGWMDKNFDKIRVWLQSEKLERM
PGC1a acetyl inh – modulators of PGC1a acetylation. U2OS PGC1a acetylation, AlphaScreen anti-acetyl-lysine; with virally co-expressed GCN5 acetyltransferase. inhibition, % at 15.6 µM. actives 0.17% (n = 350,000);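 active = every replicate shows inhibition of at least 40%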;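 also: 0% = neutral control wells and 100% = positive control wells; some results beyond the cut were filed as inactive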
PAX8 reporter – inhibitors of PAX8 transcriptional activity in RMG-I cells. RMG-I TPO-luciferase reporter, SteadyGlo, 24 h. inhibition, % at 12.6 µM. actives 1.2% (n = 360,000). AID 652154;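 active = mean replicate inhibition at least 60% with every replicate also reaching 60%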;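 also: luciferase light reporting Pax8 driven TPO promoter activity; plate controls were median of neutral control wells for no effect and mitoxantrone controls for full effect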
FN deposition inh – fibronectin deposition inhibition; AH1F fibroblasts, Alexa488-fibronectin deposition fluorescence, overnight; inhibition, % at 12.6 µM; actives 0.086% (n = 350,000); AID 743247;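 active = mean inhibition across replicates of 30% or more, regardless of how many single replicates reach that level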;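 also: positive control wells lacked labelled fibronectin entirely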
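Assay system: AH1F fibroblasts assembling fluorescent fibronectin matrix; Amount: 10000 AH1F cells per well; Buffer or medium: DMEM, 2% serum; Probe or stimulus: Alexa488-fibronectin, 24 nM final in well; Doses: single compound dose, delivered by pin transfer; Incubation: 1 h adhesion, overnight exposure; Measured by: fluorescence 485/525 nm; Read-out: fibronectin deposition inhibition.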
S100A4 inh HTS – blocks human S100A4 binding to myosin IIA peptide; P26447; S100A4/TAMRA-MyoIIA peptide fluorescence polarization; inhibition, % at 10.7 µM; actives 0.14% (n = 360,000); AID 652163;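 active = mean inhibition of at least 70% across replicates, with every replicate also reaching that level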
Target sequence (P26447 whole entry, looked up): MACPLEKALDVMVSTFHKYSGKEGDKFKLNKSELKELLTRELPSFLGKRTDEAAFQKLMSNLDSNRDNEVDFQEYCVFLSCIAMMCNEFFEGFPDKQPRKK
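Material: S100A4 monomer protein / Buffer or medium: 50 mM HEPES pH 7.2, 10 mM CaCl2, 100 mM KCl / Times: 5 min incubation before reading / Benchmarks: neutral control DMSO, positive control TFP / Reagent: labelled myosin peptide probe, 5 nM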
PglD DTNB – inhibitors of Campylobacter jejuni PglD acetyltransferase; purified PglD enzyme, DTNB colorimetric CoA detection; inhibition, % at 12.5 µM; actives 0.098% (n = 360,000); in the data active = inhibition above about 16%, passing the limit was not always enough; also: strong numbers were not always called active
EWS-Fli block – EWS/Fli transcriptional activity inhibition; inhibition, % at 12.6 µM; actives 0.67% (n = 350,000); A673 NR0B1-luciferase reporter, viability-normalised; AID 651661;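 active = mean inhibition of at least 50% after viability correction, with every replicate also passing that limit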;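 also: firefly luciferase signal divided by Alamar Blue viability fluorescence both relative to DMSO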
LGR2 antag – inhibitors of bursicon-induced Drosophila LGR2 receptor cAMP signaling; actives 0.35% (n = 380,000); HEK293 LGR2, CRE-luciferase, bursicon-stimulated, 4 h; inhibition, % at 9.99 µM;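 active = drop in luminescence signal, shown as inhibition above about 50% in the replicate tests, limit read from the data, passing the limit was not always enough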;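 also: agonist challenge used bursicon conditioned medium at about half maximal strength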
An asterisk follows results filed as active; x = not tested or not shown; & = joins results of further samples. Outcome played no part in choosing rows. About 2.1% of those tested had a hit in this group.

SMILES	ERAP1 inh	PGC1a acetyl inh	PAX8 reporter	FN deposition inh	S100A4 inh HTS	PglD DTNB	EWS-Fli block	LGR2 antag
COc1nc(Nc2ccccc2F)nc(OC)n1	3	x	-28	4	5	5	-24	15
O=C(NCCCN1CCCC1=O)c1cccc(Oc2ccccc2)c1	-1	x	0	-6	1	x	6	3
Clc1ccc(-c2csc(N/N=C\c3cccnc3)n2)cc1	0	x	4	1	-6	x	-8	-14
CO[C@H]1CN(C)C(=O)c2ccc(NC(=O)C3CCOCC3)cc2OC[C@@H](C)NC[C@H]1C	1	-2	x	8	-8	2	-1	9
COc1cc(C(=O)NC(=S)NCc2ccco2)cc(OC)c1OC	x	2	x	-4	x	-6	x	-3
C/C(=N\NS(=O)(=O)c1ccc(Cl)cc1)c1ccc(NC(=O)c2ccco2)cc1	-1	x	9	11	4	x	-36	-17
CCC(=O)N1CC2(CCN(Cc3cccnc3)CC2)c2c(n(C)c3cc(OC)ccc23)[C@H]1CO	-2	5	x	x	-13	x	-9	-14
C/C(=N/NC(=O)COc1cc(C)ccc1C(C)C)C(=O)O	-1	x	3	1	2	x	7	7
CN1C(=O)c2cc(NC(=O)c3cscn3)ccc2OC[C@@H]2O[C@@H](CC(=O)N3CCCCC3)CC[C@@H]21	-3	0	-6	2	-2	0	1	13
O=C(CSc1ccc(-c2ccc(F)cc2)nn1)N1CCCc2ccccc21	-3	x	8	1	0	8	-2	19
COc1cc(-n2c(=O)c3ccccc3n(Cc3cc(=O)n4ccccc4n3)c2=O)cc(OC)c1OC	5	x	26	-9	-17	x	-14	x
Cc1ccc(C(=O)N2CCC(C(=O)NC3CCCCCC3)CC2)cc1	0	13	-18	5	3	-5	-23	-3
COc1ccc2c3c(n(C)c2c1)[C@H](CO)N(CC1CC1)CC31CCN(Cc2ccc(F)cc2)CC1	1	-20	x	x	-5	x	27	7
O=C(Nc1ccc(F)cc1)N1C[C@@H]2[C@H](c3ccccc31)[C@@H](CO)N2Cc1ccccc1	-2	3	4	0	32	-3	-4	17
Cc1c(C(=O)NC(=S)NCc2cccnc2)oc2ccccc12	0	x	8	6	0	x	-11	-10
CSc1ncccc1C(=O)NCc1nnc2ccccn12	16	9	6	10	2	1	3	5
CCCCn1c(N)c(N(CC)C(=O)c2cccc(F)c2)c(=O)[nH]c1=O	4	-7	7	-5	-2	1	4	-6
C[C@H](CO)N1C[C@H](C)[C@H](CN(C)C(=O)Nc2ccc(C(F)(F)F)cc2)Oc2ccc(NC(=O)Cc3cn(C)c4ccccc34)cc2CC1=O	2	11	19	x	-19	4	-2	1
Cc1ccc2nc(Cl)c(C3CC(c4ccco4)=NN3S(C)(=O)=O)cc2c1 (stereo not given)	-7	10	1	-17	1	x	-1	-10
Cc1cc(C)n(C2=NS(=O)(=O)c3ccccc32)n1	-2	x	x	x	6	-3	x	11
Cc1cccc(NC(=O)NCCCCc2ccccc2)c1	3	x	34	18	10	0	0	-23
O=C1COc2ccc(C(=O)COC(=O)/C=C/c3cccc(F)c3)cc2N1	-3	15	8	1	1	1	22	-1
COc1ccc(S(=O)(=O)Nc2ccc3c(c2)C(=O)N([C@H](C)CO)C[C@H](C)[C@@H](CN(C)Cc2ccccc2)OCCCC[C@H](C)O3)cc1	x	9	-6	9	x	2	2	-1
Cc1noc(C)c1COc1ccc(CC(=O)NCc2ccccc2)cc1	5	1	25	4	-3	x	39	23
COCc1cn(CC[C@H]2CC[C@H](NC(=O)Nc3ccc(OC)cc3)[C@H](CO)O2)nn1	0	0	4	x	0	5	-6	2
(listing goes on)
SMILES	ERAP1 inh	PGC1a acetyl inh	PAX8 reporter	FN deposition inh	S100A4 inh HTS	PglD DTNB	EWS-Fli block	LGR2 antag
CCCc1cc(=O)[nH]c(SCC(=O)N2CCN(S(=O)(=O)c3ccc(C)cc3C)CC2)n1	x	5	4	4	x	-1	x	9
COCCCNC(=O)C[C@@H]1C[C@@]2(C(=O)OC)CC(C)(C)CC=C2N(Cc2cccc3ccccc23)C1=O	x	x	13	3	1	x	-6	4
CCOC(=O)Cc1csc(NC(=O)c2c(-c3c(Cl)cccc3Cl)noc2C)n1	x	-14	-6	3	x	-3	x	x
C/C=C/c1cnc2c(c1)C(=O)N([C@@H](C)CO)C[C@H](C)[C@@H](CN(C)C(=O)C1CCCCC1)O2	-3	-3	x	x	-1	4	0	-6
COc1ccc(S(=O)(=O)Nc2ccc3c(c2)CC(=O)N([C@H](C)CO)C[C@H](C)[C@H](CN(C)C(=O)Nc2ccc4c(c2)OCO4)O3)cc1	-1	x	-6	-10	-1	-3	-11	-31&-2
NS(=O)(=O)c1cccc(NC(=O)COC(=O)/C=C/c2nc3ccccc3s2)c1	-1	14	x	4	-1	x	-7	-10
Cc1ccc(F)c(NC(=O)c2c(-c3ccccc3)noc2C)c1	0	x	-16	x	2	-1	x	-13
Cc1ccc(S(=O)(=O)N(CC(O)CN2CCCC2)c2ccccc2)cc1 (stereo not given)	-4	-3	x	x	-5	3	-4	33
Cc1nn(Cc2c(F)c(F)c(F)c(F)c2F)c(C)c1NC(=O)c1c(-c2ccccc2)nn(-c2ccccc2)c1C	x	11	x	2	x	-7	x	6
O=C1CN(S(=O)(=O)Cc2ccccc2)C[C@H]2[C@@H](c3ccc(C#Cc4ccccc4)cc3)[C@H](CO)N12	-3	-8	x	-4	-6	x	-6	-11
CN(Cc1ccco1)C(=O)[C@@H](Cc1ccccc1)NC(=O)[C@H]1O[C@@H](n2ccc(=O)[nH]c2=O)[C@H](O)[C@@H]1O	4	x	-3	5	-10	x	10	30
Cc1cn([C@H]2C[C@H](O)[C@@H](CCC(=O)NCCCn3ccnc3)O2)c(=O)[nH]c1=O	0	5	-14	2	0	-2	-2	0
Cn1c(=NC(=O)c2ccccc2[N+](=O)[O-])sc2cc(S(C)(=O)=O)ccc21	x	4	-63	2	x	5	x	12
Cc1cc2nc(-c3ccc(SCc4ccccc4C#N)nc3)[nH]c2cc1C	-2	-16	x	x	-8	7	-84	-31
COCCCNC(=O)CNC(=S)N(Cc1ccccc1)Cc1cccnc1	2	x	-8	x	-2	-2	1	17
CCN1CCN(c2nc3c(C)cccn3c(=O)c2/C=C(\C#N)S(=O)(=O)c2ccc(C)cc2)CC1	x	-15	-3	0	x	-12	x	x
C[C@H]1CN([C@@H](C)CO)C(=O)c2cc(NC(=O)Nc3ccc(F)cc3)ccc2O[C@@H]1CN(C)C(=O)Nc1ccc(F)cc1	0	5	x	x	-3	10	-3	3
O=C(c1ccc2nc[nH]c2c1)N1CCN(S(=O)(=O)c2cccc(Cl)c2)CC1	-1	-11	-5	-2	1	-3	9	3
O=C(CCSCc1ccc(Cl)cc1)NCCc1ccccc1	0	-3	2	2	-5	x	-2	-10
CCn1cc(CN2CCC(C(=O)Nc3cccc(-c4cccc(F)c4)c3)CC2)cn1	-4	x	24	3	-8	-1	18	-2
O=C(CSc1cn(Cc2ccccc2)c2ccccc12)Nc1nccs1	4	x	-177	13	0	1	-53	x
CCOc1ccc(-n2c(C)cc(/C=C3/C(=N)N4C(=NC3=O)SN=C4S(C)(=O)=O)c2C)cc1	-8	x	0	x	2	x	9	1
Cc1ccc(S(=O)(=O)N2CCCCC2)cc1NC(=O)COC(=O)c1cccn1C	0	11	21	-2	-7	5	11	-18
O=C(NCC1CCCO1)C(=O)N/N=C/c1c(F)cccc1Cl (stereo not given)	3	x	-7	8	0	0	-7	-10
COC(=O)C1(C)CCCC2(C)C1CCC13OCC(CC21)C(O)(C(C)C)C3O (stereo not given)	0	x	1	0	-2	-1	-9	-19
(list continues)
SMILES	ERAP1 inh	PGC1a acetyl inh	PAX8 reporter	FN deposition inh	S100A4 inh HTS	PglD DTNB	EWS-Fli block	LGR2 antag
CCN(c1ccccc1)S(=O)(=O)c1ccc(OC)c(NC(=O)c2ccc(=O)[nH]c2)c1	2	-5	-15	-6	-1	6	5	-3
C/C=C/c1ccc([C@H]2[C@@H](CO)N3CCCCN(CCC(F)(F)F)C[C@@H]23)cc1	-2	-16	-1	-11	0	2	10	4
COc1ccc2[nH]c3c(c2c1)CC(C)NC3=O (stereo not given)	-4	x	-16	0	0	-7	16	28
O=C(COC(=O)c1ccc(F)cc1F)Nc1ccc2[nH]c(=O)[nH]c2c1	2	9	0	x	5	-2	2	11
Cc1ccc(-c2c(C#N)c(N)n(-c3ccccc3C)c(=O)c2C#N)cc1	13	0	-1	x	-1	2&-1	-9	1
CCCn1c2c(c(O)c(C(=O)NCc3ccccc3)c1=O)CCCC2	x	10	3	3	x	-5	x	x
O=C(NCC1CC1)[C@@H]1[C@@H](CO)[C@@H]2Cn3c(ccc(-c4cccc(F)c4)c3=O)[C@@H]2N1CC1CCCC1	x	x	8	x	-20	1	8	14
CCC(=O)Nc1ccc2c(c1)C(=O)N(C)[C@H]1CC[C@@H](CC(=O)NCCCN(C)C)O[C@@H]1CO2	0	-3	-39	0	-2	-2	-22	-2
CC(C)CN(CC(C)C)C(=O)CN1c2cccc3cccc(c23)S1(=O)=O	3	16	5	-2	-1	7	3	0
COc1ccc(S(=O)(=O)N(C)C[C@H]2Oc3ccc(NS(=O)(=O)c4cn(C)cn4)cc3C(=O)N([C@H](C)CO)C[C@@H]2C)cc1	x	5	-2	-2	5	-3	-4&-1	-6&15
O=C(COc1ccccc1)Nn1cnc2ccccc21	13	-1	x	x	4	-10	2	8
CCCc1n[nH]c(=O)c2c1nnn2Cc1ccccc1	2	x	10	-2	-3	2	3	10
C[C@@H]1CN([C@@H](C)CO)C(=O)c2cc(NS(=O)(=O)c3ccc(Cl)cc3)ccc2O[C@@H](C)CCCCO[C@@H]1CN(C)S(=O)(=O)c1cccs1	-1	-3	20	-15	-14	2	4	-5
Cc1cc(C)c(SSc2nnnn2-c2ccccc2)c(C)c1	15	1	-1	x	2	5	-7	1
Cc1nc2cc(-c3ccc(Cl)cc3)nn2c(C)c1CCC(=O)NCc1ccco1	x	-8	-15	-3	-5	2	57*	-31
Cc1ccc(S(=O)(=O)N(C)C[C@H]2Oc3ccc(NC(=O)NC(C)C)cc3C(=O)N([C@@H](C)CO)C[C@H]2C)cc1	-1	-14	7	8	-7	0	-1	5
COc1cccc(NC(=O)CN(C)C(=O)c2cc3c(s2)CCCCC3)c1	-2	x	-1	-6	-1	3	-14	-7
C[C@@H]1CN([C@@H](C)CO)C(=O)Cc2cc(NC(=O)Nc3ccc(F)cc3)ccc2O[C@H]1CN(C)Cc1ccc(C(=O)Nc2ccccc2N)cc1	1	-2	25	x	1	x	15	-9
Cc1ncsc1CCC(=O)N1CCCC(C(=O)c2ccc3c(c2)OCO3)C1 (stereo not given)	1	x	-5	9	6	-1	-31	-2
Cc1noc(C)c1S(=O)(=O)Nc1ccc2c(c1)C(=O)N([C@H](C)CO)C[C@H](C)[C@H](CN(C)C(=O)Cc1ccccc1)OCCCC[C@H](C)O2	1	14	21	x	-5	0	0	0
CCOC(=O)C1=CN(Cc2cccc(F)c2)S(=O)(=O)N(C)C1c1ccc(C(F)(F)F)cc1 (stereo not given)	6	-9	0	x	1	5	3	-11
CCOc1ccc(S(=O)(=O)NC(C)C)cc1C(N)=O	-3	x	3	-13	-4	x	1	-13
